Pol kappa inh = inhibitors of human DNA polymerase kappa; Q9UBT6; purified Pol kappa, fluorescent DNA synthesis assay, 10 min; Potency, µM (highest dose often 107 µM), without a hit: at the highest dose activity, negative = inhibition, actives largely listed as inhibitors; hit rate 0.53% among 400,000; AID 588579; further: potency means the concentration at half of the fitted maximal effect; on the % scale 0 is the no-effect control and ±100 the full control effect
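Kinetic fluorescence readout at 0 and 10 min followed reaction start with substrate at 50 nM final. Beforehand, enzyme (10 nM Pol kappa) stood 15 min with compound at room temperature; buffer-only wells were negative controls.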
APE1 inh = APE1 (human) endonuclease inhibition; Potency, µM (top dose mostly 65.8 µM), inactives show at the top dose activity change, negative = inhibition, usual class: inhibitors; P27695; recombinant APE1, TAMRA/BHQ-2 abasic DNA cleavage fluorescence; AID 2517; hit rate 0.35% among 350,000;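 further: potency means the concentration at half of the fitted maximal effect; plate controls were vehicle for no effect and reference inhibitor for full effect; nearly all actives have a fitted effect of over 55% in size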
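0.75 nM APE1 + cpd, 15 min RT; start w/ 50 nM TAMRA/BHQ-2 THF-abasic dsDNA; kinetic fluor 525/598 nm ×3 reads @60 s; Δ(read3−read1); normalized to DMSO and NSC13755 control wells.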
POLB inh = blocks human DNA polymerase beta activity | P06746 | hit rate 1.3% among 340,000 | Pol beta primer extension/strand displacement, fluorescence kinetic | Potency, µM (highest dose often 114 µM), inactives show at the top dose activity change, negative = inhibition, hits mostly inhibitors; further: potency means the concentration at half of the fitted maximal effect; on the % scale 0 is the no-effect control and ±100 the full control effect
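Human Pol beta at 10 nM; strand-displacement substrate 50 nM final. Compound exposure 15 min at room temperature before start, reaction 10 min at room temperature.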
BLM inh = blocks DNA unwinding by human BLM helicase; Potency, µM (series often up to 56.1 µM), inactives show at the top dose activity change, negative = inhibition, hits mostly inhibitors; P54132; hit rate 0.2% among 350,000; recombinant BLM DNA unwinding, fluorescence dequenching;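 further: potency means the concentration at half of the fitted maximal effect; plate controls were vehicle for no effect and no enzyme for full effect; nearly all actives have a fitted effect of over 35% in size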
GRP78 ERSR act = ER stress response induction in glioma. U87-MG GRP78 promoter luciferase reporter, 16 h. hit rate 0.02% among 420,000. Potency, µM, for inactives: at the top dose activation, most hits filed as activators. AID 602332; further: potency means the concentration at half of the fitted maximal effect; series mostly up to about 76 µM; % of control where 0% means no effect; nearly all actives have a fitted effect of over 35% in size
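Stably transfected U87-MG human glioma cells carrying a GRP78-based luminescent sensor were seeded at 1000 cells/well, pin-dosed with compounds and incubated 16 h. Luciferase reagent was then added, and end-point luminescence was read after 10 min at room temperature.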
POLI inh = blocks human DNA polymerase iota activity. Pol iota fluorescent replication assay, 10 min. Potency, µM (series often up to 115 µM), for inactives: top-dose activity, negative = inhibition, actives largely listed as inhibitors. hit rate 1% among 390,000; further: potency means the concentration at half of the fitted maximal effect
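Pol iota at 10 nM preincubated 15 min with compounds at room temperature; reaction started with fluorescent substrate, 50 nM final. Fluorescence read kinetically at 0 and 10 min; buffer-only wells as negative control.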
Apoferritin bind = candidate novel general anesthetic via apoferritin binding. Potency, µM (highest dose often 77.5 µM), for the others: at the highest dose activity change, negative = displacement, usual class: inhibitors. P02791. hit rate 0.074% among 350,000. AID 485281. apoferritin/1-aminoanthracene competitive binding, fluorescence; further: potency means the concentration at half of the fitted maximal effect; on the % scale 0 is the no-effect control and ±100 the full control effect; nearly all actives have a fitted effect of over 20% in size
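Read-out: endpoint 1-AMA fluorescence, excitation 380 nm and emission 535 nm, after compounds sit 10 min at room temperature with 10 uM horse-spleen apoferritin in 50% saturated 1-AMA/PBS. Values come from four-parameter Hill fits.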
LDHA inh = blocks human lactate dehydrogenase A; activity change, % (values are at about 110 or 230 µM); P00338; hit rate 0.15% among 480,000; AID 1347041; purified LDHA, NADH/diaphorase-resazurin fluorescence; hits give low values; in the data active means activity change below about -30%; inconclusive means mostly about -25% to -30%;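 further: plate controls were DMSO wells for no effect and wells without enzyme for full effect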
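Human LDH5 at 2 nM final in Tris HCl pH 7.4 with 0.06 mM NADH and 0.2 mM pyruvate, reacted 5 minutes at room temperature. Remaining NADH coupled via diaphorase/resazurin; resorufin fluorescence read at 0 and 20 minutes, normalized to enzyme-free and DMSO wells.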
POLH inh = inhibitors of human DNA polymerase eta. Q9Y253. recombinant Pol eta, fluorescent DNA replication assay. Potency, µM (series often up to 114 µM), for inactives: at the top dose activity change, negative = inhibition, usual class: inhibitors. hit rate 1.2% among 390,000. AID 588591; further: potency means the concentration at half of the fitted maximal effect; on the % scale 0 is the no-effect control and ±100 the full control effect
Target sequence (Q9Y253 whole entry, looked up): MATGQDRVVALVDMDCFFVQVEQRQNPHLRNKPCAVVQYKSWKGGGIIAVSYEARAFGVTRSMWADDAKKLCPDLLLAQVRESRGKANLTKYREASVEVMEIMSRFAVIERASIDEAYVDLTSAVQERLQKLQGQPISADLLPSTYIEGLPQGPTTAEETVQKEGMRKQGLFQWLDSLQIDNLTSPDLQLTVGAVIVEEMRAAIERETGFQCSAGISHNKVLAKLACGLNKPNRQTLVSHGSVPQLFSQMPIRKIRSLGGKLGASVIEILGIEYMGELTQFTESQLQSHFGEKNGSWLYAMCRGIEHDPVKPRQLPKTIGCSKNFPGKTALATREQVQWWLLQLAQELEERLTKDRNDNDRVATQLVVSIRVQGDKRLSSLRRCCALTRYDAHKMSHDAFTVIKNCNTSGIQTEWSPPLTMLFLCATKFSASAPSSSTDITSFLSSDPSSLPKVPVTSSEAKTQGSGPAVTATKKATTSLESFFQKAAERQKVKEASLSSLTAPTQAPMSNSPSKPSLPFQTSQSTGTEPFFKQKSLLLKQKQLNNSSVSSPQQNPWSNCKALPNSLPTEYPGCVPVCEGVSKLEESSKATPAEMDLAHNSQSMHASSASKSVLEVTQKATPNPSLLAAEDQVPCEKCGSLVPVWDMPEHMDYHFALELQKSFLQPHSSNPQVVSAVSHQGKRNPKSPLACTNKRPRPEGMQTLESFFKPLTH
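Pol eta (10 nM) was preincubated with compounds for 15 min at room temperature, after which fluorescent replication substrate (50 nM final) was added to start the reaction. Fluorescence was read kinetically at 0 and 10 min.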
An asterisk follows results filed as active; ? = inconclusive; / = no result given; & = joins results of further samples; [ ] = another dose, or the depositor's remark. Unless noted, the call rests on the fitted dose curve; in most records, active means well fitted curve in the direction sought with a large enough effect; inconclusive means small, poorly fitted or top-dose-only effect, or another doubt; inactive means no such curve, though single readings can be large; an effect the other way counts as inactive or inconclusive. Not all compounds are listed; rates above refer to the full screens.

smiles	POLI inh	BLM inh	GRP78 ERSR act	POLB inh	APE1 inh	POLH inh	LDHA inh	Apoferritin bind	Pol kappa inh
Cc1ccc(S(=O)(=O)Nc2ccc(C(=O)NCc3ccccn3)cc2)cc1	26%	-4%	-1%	18%	12%	-25%	-8	-10%	-8%
CC(=O)OC(c1nc2ccccc2c(=O)n1C1CC2(OC1=O)c1ccccc1N1C(=O)C(C)(C)N(O)C12)C(C)C (configuration not stated)	-17%	-11%	1%	2%	-7%	?	5	-22%	4%
COc1ccc(OC)c(-c2nn(-c3ccccc3)cc2C(=O)NCC2CCCO2)c1 (configuration not stated)	11%	/	-4%	/	/	0%	-1	/	4%
O=C(OCCNc1ccc(C(F)(F)F)cc1[N+](=O)[O-])c1cc2ccccc2oc1=O	43%[activator]	-2%	-2%	26%	-7%	-5%	-1	4%	-6%
Cc1sc2ncnc(Nc3ccc(N4CCOCC4)cc3)c2c1-c1ccccc1	35%[activator]	-4%	-3%	6%[57.1 µM]	-3%	-22%	3	-5%	13%
Cc1ccccc1C(=O)Nc1sc2c(c1C(=O)O)CCC2	1%	5%	0%	1%	1%	-7%	-1	-5%	-8%
CS/C(=N\S(=O)(=O)c1cccs1)Nc1ccc(F)c(Cl)c1	-12%	4%	-6%	0%	4%	-23%	-8	-16%	-10%
CCCN1CCN(CCNC(=O)Nc2ccc(OC)c(OC)c2)CC1	5%	2%	-2%	1%	/	-21%	-5	-4%	-11%
CC(=O)C(CC(=O)N1CCCC1)C(=O)Nc1ccc(Cl)cc1 (configuration not stated)	33%[activator]	/	6%	/	12%	-12%	0	/	12%
NNC(=O)c1c(O)c2cccc3c2n(c1=O)CCC3	9%	-3%	-1%	10%	55%[activator]	-4%	4	2%	-5%[60.1 µM]
C/C(=N/Nc1ccc(C(=O)O)cc1)c1ccc(O)c(O)c1O	-13%	-1%	-6%	22µM*	?	?	19	2%	-27%
O=C(Nc1ccc(F)cc1)Oc1ccc[nH]c1=O	-5%	-7%	4%	-2%	-2%	-17%	15	-6%	0%
O=C(NCSc1ccnc(SCNC(=O)c2ccccc2)n1)c1ccccc1	27%	-5%	-5%	?	-1%	-21%	-2	-9%	0%
Cc1ccccc1OCC(=O)NCCc1nc2ccccc2[nH]1	8%	1%	0%	0%	1%	-11%	-6	-5%	-16%
O=C(OCC(=O)N1CCOCC1)c1ccc(F)cc1Cl	43%[activator]	-7%	6%	5%	2%[12.4 µM]	-6%	-2	9%	-7%
COc1ccc(N2C(=S)N=C(Nc3ccccc3)C23CCCCC3)cc1	-5%	-2%	-2%	16%	11%	-15%	-1	-5%	8%
Cn1cc([N+](=O)[O-])c(C(=O)N/N=C/c2ccc3c(c2)OCO3)n1	61%[activator]	0%	3%	4%	14%	-19%	-1	-7%	-3%
CC(C)NC(=O)N1CC[C@@]2(CCCN(S(C)(=O)=O)C2)C1	/	2%	-3%	/	1%	/	/	/	3%[60.1 µM]
CCOc1ccc(Oc2nc(Nc3ccc(C)cc3)nc(N(C)C)n2)nn1	-5%	-8%	-4%	0%	6%	-24%	-4	-3%	-11%
COc1ccc(OC)c(NS(=O)(=O)c2ccc(Br)s2)c1	34%[activator]	-1%&-4%	-4%	5%	-2%	-14%	6	-18%&-18%	-8%
Cc1nnc(SC(C)C(=O)Nc2ccc3ccccc3c2)[nH]c1=O (configuration not stated)	15%	-1%	5%	52%	-5%[12.4 µM]	6%	5	-4%	10%
COc1ccc(NC(=O)CN(C)C(=O)Cn2cnc3c2c(=O)n(C)c(=O)n3C)cc1	36%[activator]	/	-1%	/	20%	-13%	-6	/	0%
CC(Sc1nnc(N)s1)c1ccccc1Cl (configuration not stated)	7%	-2%	-2%	10%	3%	-15%	-1	?	7%
CN(C)C(=O)c1ccc(NC(=O)c2cccc(S(=O)(=O)N3CCN(Cc4ccccc4)CC3)c2)cc1	36%[activator]	/	-3%	/	/	-12%	1	/	9%
CC(/C=N/O)Cc1ccc2c(c1)OCO2 (configuration not stated)	22%	-1%	-5%	25%	-11%	1%	-9	-11%	-8%
COc1ccccc1CN1CC(C(=O)NCCC2=CCCCC2)CCC1=O (configuration not stated)	34%[activator]	-3%	10%	17%	0%	7%	-19	4%	-11%
Cc1ccc(SCc2cc(-c3ccc(Cl)cc3)on2)cc1	-7%	1%	-2%	?	2%	-19%	0	-9%	-15%
C=CCOCCN(C)C1=NS(=O)(=O)c2cc([N+](=O)[O-])ccc21	-10%	-1%	-1%	-1%	-7%	-9%	18	-7%	1%

Entries of single compounds, quoted from the list. Screens in order: POLI inh	BLM inh	GRP78 ERSR act	POLB inh	APE1 inh	POLH inh	LDHA inh	Apoferritin bind	Pol kappa inh
CC(=O)OC(c1nc2ccccc2c(=O)n1C1CC2(OC1=O)c1ccccc1N1C(=O)C(C)(C)N(O)C12)C(C)C (configuration not stated) as listed: -17%	-11%	1%	2%	-7%	?	5	-22%	4%
Cc1ccccc1OCC(=O)NCCc1nc2ccccc2[nH]1 as listed: 8%	1%	0%	0%	1%	-11%	-6	-5%	-16%
C/C(=N/Nc1ccc(C(=O)O)cc1)c1ccc(O)c(O)c1O as listed: -13%	-1%	-6%	22µM*	?	?	19	2%	-27%
CC(=O)C(CC(=O)N1CCCC1)C(=O)Nc1ccc(Cl)cc1 (configuration not stated) as listed: 33%[activator]	/	6%	/	12%	-12%	0	/	12%
O=C(Nc1ccc(F)cc1)Oc1ccc[nH]c1=O as listed: -5%	-7%	4%	-2%	-2%	-17%	15	-6%	0%

Retrieved by compound from above, two records:
smiles	POLI inh	BLM inh	GRP78 ERSR act	POLB inh	APE1 inh	POLH inh	LDHA inh	Apoferritin bind	Pol kappa inh
O=C(OCCNc1ccc(C(F)(F)F)cc1[N+](=O)[O-])c1cc2ccccc2oc1=O	43%[activator]	-2%	-2%	26%	-7%	-5%	-1	4%	-6%
Cc1ccccc1OCC(=O)NCCc1nc2ccccc2[nH]1	8%	1%	0%	0%	1%	-11%	-6	-5%	-16%

Bioassay records deposited in PubChem by National Center for Advancing Translational Sciences (NCATS).
